Screens as filed in PubChem BioAssay.
KKLEB cytotox: reduces viability of KKLEB cystic fibrosis airway cells. KKLEB CF airway cells viability, ATPlite luminescence, overnight; stronger effect = lower value; cells stimulated with P. aeruginosa culture filtrate. activity change (cytotoxicity), % at 5 µM. actives 0.36% (n = 360,000);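 active = corrected activity change at or below -50% at 5 µM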
EBV LMP1 NFkB: inhibitors of Epstein-Barr LMP1-induced NF-kappaB reporter. AID 504558. LMP1-induced NF-kappaB luciferase reporter cells, luminescence. actives 0.69% (n = 350,000). inhibition, % at 12.5 µM; in the data active = inhibition above about 41%;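 also: 0% = neutral control wells and 100% = reference inhibitor control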
TROY NFkB inh: TROY signaling inhibition | Q293 LMP1-TROYcd NF-kB luciferase reporter, 4 h | actives 0.98% (n = 360,000) | AID 1347056 | inhibition, % at 10 µM;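 active = compounds whose plate-normalised and pattern-corrected inhibition of the luciferase reporter signal at the single screening dose is 50% or more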
NCOA1 inh: inhibits human SRC1 coactivator; inhibition, % at 3.6 µM; HEK293 GAL4-SRC1 luciferase reporter, luminescence; actives 0.12% (n = 360,000);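 active = inhibition above the campaign mean plus 3 SD, with each screening campaign given its own cutoff, cut at about 60% in these data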;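 also: 0% = DMSO treated cells and 100% = gossypol at 36 µM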
Shn3 inh set2: inhibitors of Schnurri-3 3'UTR reporter in osteoblasts | inhibition, % at 12.5 µM | Clone20 osteoblast Shn3 3'UTR firefly luciferase, 24 h | actives 0.52% (n = 360,000);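 active = mean inhibition of at least 75% with every replicate also reaching 75%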;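 also: 0% = median of neutral control wells and 100% = pilot-screen positive control compound; some compounds past the cut are filed as inactive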
TRAIL sens C8: sensitizes caspase-8 expressing cells to TRAIL; NB7+C8 cells + TRAIL, ATPlite viability luminescence; inhibition (viability loss, TRAIL sensitization), % at 10 µM; actives 1% (n = 360,000);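 active = compounds causing at least 50% loss of cell viability in the single-dose screen, relative to plate controls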
CF NFkB block: cystic fibrosis NF-kB activation inhibition; KKLEB NF-kB-GFP reporter, PAF-induced, GFP fluorescence overnight; inhibition, % at 5 µM; actives 0.86% (n = 360,000); AID 588850;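 active = at least 50% inhibition at 5 µM, scaled per plate between neutral and stimulator controls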;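 also: PAF is a Pseudomonas aeruginosa culture filtrate used as stimulus; plate controls were PAF-stimulated DMSO wells for no effect and unstimulated DMSO wells for full effect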
SRC3 inh: inhibits human SRC3 coactivator. Q9Y6Q9. HEK293 GAL4-SRC3 luciferase reporter, luminescence. inhibition, % at 3.6 µM. actives 0.17% (n = 360,000);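 active = inhibition above a per-campaign cutoff, the mean of all compounds plus 3 SD, cut at about 60% in these data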;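 also: 0% = DMSO-treated cells and 100% = gossypol-treated cells at 36 µM; higher means less SRC3-driven luciferase light from the GAL4 reporter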
TWEAK-Fn14 inh: TWEAK-Fn14 signaling inhibition. TWEAK-stimulated Fn14 reporter cells, luciferase luminescence, 8 h. actives 2% (n = 360,000). inhibition, % at 10 µM; in the data active = inhibition above about 50%
NR2F2 inh: blocks human COUP-TFII nuclear receptor; HEK293T NGFI-A luciferase reporter, luminescence; inhibition, % at 8.6 µM; actives 0.7% (n = 370,000); AID 686940;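 active = inhibition above a per-plate cutoff, mean inhibition of test wells between control levels plus 3 SD, cut at about 38% in these data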;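 also: cells cotransfected with COUP-TFII expression vector driving the NGFI-A reporter; 0% = median of COUP-TF2 test wells and 100% = reporter-only cells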
Target sequence (P24468 whole entry, looked up): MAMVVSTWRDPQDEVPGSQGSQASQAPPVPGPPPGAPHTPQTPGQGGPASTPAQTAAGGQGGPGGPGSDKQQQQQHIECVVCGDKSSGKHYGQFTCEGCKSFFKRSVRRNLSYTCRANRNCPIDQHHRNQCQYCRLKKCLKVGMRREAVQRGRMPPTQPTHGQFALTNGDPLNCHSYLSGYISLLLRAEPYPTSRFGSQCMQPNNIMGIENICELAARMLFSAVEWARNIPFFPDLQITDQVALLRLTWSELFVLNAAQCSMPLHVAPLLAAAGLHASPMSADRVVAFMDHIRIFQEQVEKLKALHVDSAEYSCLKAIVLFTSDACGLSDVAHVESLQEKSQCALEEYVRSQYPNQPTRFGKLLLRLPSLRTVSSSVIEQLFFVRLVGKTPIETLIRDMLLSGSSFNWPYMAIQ
LRH-1 inv ag: inverse agonists of human LRH-1 (NR5A2). O00482. HEK293T StAR-luciferase reporter, LRH-1 transfected, 24 h. inhibition, % at 3.6 µM. actives 0.13% (n = 360,000). AID 602396;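 active = inhibition above the mean inhibition of all tested compounds plus 3 SD, cut at about 73% in these data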;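 also: 0% = DMSO wells and 100% = reporter-only cells lacking LRH-1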
Target sequence (O00482 whole entry, looked up): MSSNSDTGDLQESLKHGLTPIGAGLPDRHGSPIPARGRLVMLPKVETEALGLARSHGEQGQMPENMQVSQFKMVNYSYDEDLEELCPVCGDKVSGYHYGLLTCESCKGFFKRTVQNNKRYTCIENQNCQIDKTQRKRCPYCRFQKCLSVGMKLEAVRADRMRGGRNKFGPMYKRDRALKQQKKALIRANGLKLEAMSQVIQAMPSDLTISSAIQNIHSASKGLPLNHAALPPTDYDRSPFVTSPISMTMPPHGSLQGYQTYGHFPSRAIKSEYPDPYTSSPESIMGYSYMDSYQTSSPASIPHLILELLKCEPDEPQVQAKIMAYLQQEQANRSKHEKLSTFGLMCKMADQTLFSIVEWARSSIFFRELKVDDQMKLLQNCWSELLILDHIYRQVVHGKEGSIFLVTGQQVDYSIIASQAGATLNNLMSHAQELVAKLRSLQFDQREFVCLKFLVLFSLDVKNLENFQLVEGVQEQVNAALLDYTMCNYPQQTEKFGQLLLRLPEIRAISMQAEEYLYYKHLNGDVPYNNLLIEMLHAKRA
Active calls of the source: *; nt = no result given. These rows are one share of the data (hit frequency here may not be typical).

SMILES | KKLEB cytotox | EBV LMP1 NFkB | TROY NFkB inh | NCOA1 inh | Shn3 inh set2 | TRAIL sens C8 | CF NFkB block | SRC3 inh | TWEAK-Fn14 inh | NR2F2 inh | LRH-1 inv ag
COc1ccc(CN(C)CC(=O)Nc2c(C)cccc2C)c(OC)c1 | -2 | 6 | 5 | 17 | 9 | 15 | 8 | 9 | -9 | 0 | 5
COc1ccc(CCNC(=O)c2cc(-c3ccc4c(c3)OCO4)on2)cc1OC | -2 | -12 | -10 | 3 | -14 | -12 | -2 | -2 | -5 | nt | -35
COc1ccc(C(=O)CSc2nnc(NC(=O)C3CC(=O)N(c4ccccc4)C3)s2)cc1 (stereo not drawn) | 0 | 1 | 0 | 7 | 10 | -7 | 7 | 9 | 3 | 2 | 0
O=C(CSc1nnc(-c2ccco2)o1)c1ccc(F)c(F)c1 | 20 | 6 | -9 | -3 | -11 | -4 | -1 | -8 | -1 | 6 | 13
O=C(Nn1cnnc1)c1ccc(OC(F)(F)C(F)C(F)(F)F)cc1 (stereo not drawn) | 3 | 5 | -3 | 9 | -18 | -4 | -18 | 10 | 13 | -22 | 2
Brc1ccccc1/C=N/Nc1ccccn1 | -1 | -37 | -22 | -66 | -93 | 8 | -29 | -48 | -9 | -5 | -20
Cc1cnc(NC(=O)C2(C)CCN2C(=O)C(C)C)s1 (stereo not drawn) | -4 | nt | 12 | -9 | -9 | -6 | -13 | -5 | 24 | -12 | -3
N#C/C(=N\Nc1c(Cl)cccc1Cl)C(=O)NN | -11 | 14 | -12 | -23 | -8 | -3 | 3 | 2 | -26 | -6 | 1
c1ccc(-c2nnc(-c3ccncc3)nc2-c2ccccc2)cc1 | 15 | -2 | 10 | 1 | -1 | -1 | -6 | 18 | -17 | -14 | -9
CN(Cc1nccn1C)C(=O)c1cc(COc2cccc(C(F)(F)F)c2)on1 | -12 | 2 | -20 | 4 | 11 | -1 | 8 | -16 | -16 | -8 | -26
COc1ccc(CC(N)c2csc(NC(=O)Nc3ccccc3Cc3ccccc3)n2)cc1 (stereo not drawn) | 3 | nt | -5 | -2 | 48 | 29 | 3 | 7 | -16 | 1 | 5
Cc1cc(NC(=O)CSCc2nc(-c3cccc(Cl)c3)oc2C)no1 | 3 | 1 | 9 | 9 | 4 | -2 | -8 | -11 | -4 | 14 | 10
O=C(NCc1nnc(SCC(=O)N2CCCc3ccccc32)n1-c1ccccc1)c1cccc2ccccc12 | -8 | 0 | 9 | 8 | -5 | 0 | 8 | -3 | 9 | 1 | 6
Cc1cccc(/C=C2/S/C(=N/N=C3\CC4CCC3(C)C4(C)C)NC2=O)c1 (stereo not drawn) | -4 | -6 | 18 | 4 | 11 | 24 | -6 | 2 | -27 | 17 | 18
CCCS(=O)(=O)N1CCC(C(=O)NCCc2ccc(OC)c(OC)c2)CC1 | 0 | 0 | 0 | 13 | -14 | -11 | 0 | 19 | -10 | 4 | 0
CC1CCN(S(=O)(=O)N2CCN(C(=O)c3ccc4c(c3)OCO4)CC2)CC1 | 6 | 1 | 11 | -4 | 3 | 4 | -2 | 4 | -7 | -4 | 16
COc1ccc(NC(=O)CSc2nc3ccccc3c3nc4ccccc4n23)cc1 | -17 | 8 | -37 | -10 | 9 | 14 | 2 | 5 | 8 | 7 | 15
CC(C)(C)n1ncc2c(=O)n(Cc3cccc(Cl)c3)cnc21 | 3 | -8 | -4 | -19 | -10 | -5 | 11 | 0 | 0 | -2 | 13
CC12CC3CC(C1)CC(C(=O)NNC(=O)c1ccncc1)(C3)C2 | 12 | 0 | -6 | 3 | 7 | 17 | -5 | -18 | -2 | 2 | 31
Cc1ccc(NC(=O)Cn2cnc3c(oc4nc5c(cc43)COC(C)(C)C5)c2=O)cc1 | 11 | -6 | 9 | -2 | -29 | 15 | -15 | 7 | 2 | 8 | -7
CCCCN(C=O)c1c(CC)nc2c(OCC3CCCCC3)cccn12 | -6 | nt | 9 | 16 | 6 | 8 | -8 | 0 | 5 | 18 | 12
O=C(C1=C(O)C(=O)N(CC2CCCO2)C1c1ccc(Cl)cc1Cl)c1ccco1 (stereo not drawn) | 6 | -2 | -6 | -11 | -12 | -16 | -1 | -17 | 6 | 2 | -2
CCC(Sc1nc(C)cc(C)n1)C(=O)Nc1ccc(Cl)cn1 (stereo not drawn) | 6 | 3 | nt | 1 | 14 | -9 | -7 | 17 | 59* | 5 | 12
CCCCn1c(N)c(N(CCOC)C(=O)CSc2ccccc2C)c(=O)[nH]c1=O | 6 | -1 | -6 | -5 | -2 | -6 | 3 | 2 | -3 | -2 | -3

Rewritten in CSV form: 11 of the compounds above
Compound,KKLEB cytotox,EBV LMP1 NFkB,TROY NFkB inh,NCOA1 inh,Shn3 inh set2,TRAIL sens C8,CF NFkB block,SRC3 inh,TWEAK-Fn14 inh,NR2F2 inh,LRH-1 inv ag
Cc1cc(NC(=O)CSCc2nc(-c3cccc(Cl)c3)oc2C)no1,3,1,9,9,4,-2,-8,-11,-4,14,10
O=C(NCc1nnc(SCC(=O)N2CCCc3ccccc32)n1-c1ccccc1)c1cccc2ccccc12,-8,0,9,8,-5,0,8,-3,9,1,6
Cc1cccc(/C=C2/S/C(=N/N=C3\CC4CCC3(C)C4(C)C)NC2=O)c1 (stereo not drawn),-4,-6,18,4,11,24,-6,2,-27,17,18
CCCS(=O)(=O)N1CCC(C(=O)NCCc2ccc(OC)c(OC)c2)CC1,0,0,0,13,-14,-11,0,19,-10,4,0
CC1CCN(S(=O)(=O)N2CCN(C(=O)c3ccc4c(c3)OCO4)CC2)CC1,6,1,11,-4,3,4,-2,4,-7,-4,16
COc1ccc(NC(=O)CSc2nc3ccccc3c3nc4ccccc4n23)cc1,-17,8,-37,-10,9,14,2,5,8,7,15
CC(C)(C)n1ncc2c(=O)n(Cc3cccc(Cl)c3)cnc21,3,-8,-4,-19,-10,-5,11,0,0,-2,13
CC12CC3CC(C1)CC(C(=O)NNC(=O)c1ccncc1)(C3)C2,12,0,-6,3,7,17,-5,-18,-2,2,31
Cc1ccc(NC(=O)Cn2cnc3c(oc4nc5c(cc43)COC(C)(C)C5)c2=O)cc1,11,-6,9,-2,-29,15,-15,7,2,8,-7
CCCCN(C=O)c1c(CC)nc2c(OCC3CCCCC3)cccn12,-6,nt,9,16,6,8,-8,0,5,18,12
O=C(C1=C(O)C(=O)N(CC2CCCO2)C1c1ccc(Cl)cc1Cl)c1ccco1 (stereo not drawn),6,-2,-6,-11,-12,-16,-1,-17,6,2,-2

(cont.)
SMILES | KKLEB cytotox | EBV LMP1 NFkB | TROY NFkB inh | NCOA1 inh | Shn3 inh set2 | TRAIL sens C8 | CF NFkB block | SRC3 inh | TWEAK-Fn14 inh | NR2F2 inh | LRH-1 inv ag
COc1ccccc1-c1cc2nc(-c3ccccc3)cc(N3CCN(C(=O)c4ccoc4)CC3)n2n1 | 12 | 5 | 4 | 24 | 28 | 74* | 4 | 29 | 21 | 87* | 36
Cn1ncc(C#N)c1/N=C/N(Cc1ccccc1)Cc1ccccc1 | -5 | 1 | -8 | 19 | -13 | -1 | 15 | -6 | -1 | 19 | 36
CCOC(=O)C1=C(N)OC2=C(C(=O)CCC2)C1c1ccco1 (stereo not drawn) | 5 | -7 | -5 | -10 | 17 | 0 | -4 | -19 | 11 | 16 | 6
CCCCC[C@H](C)N1C[C@@H](COCc2ccccc2)Oc2cc(N3CCC[C@@H]3COC)ccc2S1(=O)=O | nt | nt | -24 | nt | nt | 10 | nt | nt | 5 | -18 | -7
O=C(Nc1ccccn1)c1ccc2c(c1)S(=O)(=O)c1ccccc1C2=O | 24 | -7 | -48 | -8 | -30 | -10 | -28 | -18 | -1 | -22 | 23
CCN(CC)c1ccc(/C=N/NC(=O)c2nnn(-c3nonc3N)c2CN(C)C2CCCCC2)cc1 | 13 | -3 | 1 | -16 | -17 | -2 | -17 | 9 | -11 | 4 | 0
O=S(=O)(c1ccccc1)N1CCN(CCc2ccccc2)CC1 | -13 | 3 | 11 | -8 | 6 | 0 | 11 | 10 | 1 | -20 | 9
O=c1c(-c2ccccc2)c(O)c2cccc3c2n1CCC3 | -23 | -4 | 18 | 10 | -1 | 9 | 12 | 10 | -3 | 27 | 3
COc1cc(S(=O)(=O)N2CCOCC2)cc(C(=O)OCC(=O)NCc2ccco2)c1OC | 1 | -3 | -14 | 3 | -1 | -8 | 6 | 2 | 5 | -12 | -1
CCN1CCN(CCNC(=O)c2ccc(/C=C3\Sc4ccccc4N(Cc4ccccc4F)C3=O)cc2)CC1 | -30 | 8 | 65* | 8 | -3 | 25 | -6 | 1 | -66 | -1 | -3
CCn1c(COc2cccc3ccccc23)nnc1SCC(N)=O | 5 | -7 | 9 | 13 | -11 | 12 | -1 | -3 | 8 | 21 | 15
COc1ccc(N2CCN(C(=O)c3ccccc3NC(=O)c3ccccc3)CC2)cc1 | 23 | -1 | -12 | 4 | 5 | 6 | -33 | 10 | 1 | 9 | -4
NC(=O)C1CCN(C(=O)COc2ccc3c(c2)oc(=O)c2ccccc23)CC1 | -12 | -6 | -17 | -10 | -2 | -8 | 3 | -3 | -1 | 8 | 29
Cc1csc(NC(=O)c2oc3ccccc3c2C)n1 | -11 | -37 | 9 | -75 | -86 | 14 | -22 | -130 | 44 | -25 | -74
O=[N+]([O-])c1ccc(S(=O)(=O)NN=Cc2ccc(Cl)c(Cl)c2)cc1 | 11 | -11 | -9 | 8 | -5 | -7 | -73 | -2 | 6 | -1 | 20
Cc1cccn2c(=O)c(C=Nc3ccc(Cl)cc3)c(NCCO)nc12 | -6 | -18 | -12 | 1 | 16 | 0 | 13 | 0 | 3 | 6 | -4
O=C(N/N=C/c1ccco1)c1cc(-c2ccc(Cl)s2)[nH]n1 | 11 | -5 | -12 | 16 | -7 | 1 | -1 | 4 | 3 | -3 | -26
C=C1C(C(=O)N2CCN(C)CC2)C1C(=O)N1CCN(C)CC1 (stereo not drawn) | 15 | 8 | 10 | -28 | 7 | -9 | -7 | 18 | 3 | -17 | 0
CC(C)C[C@@H](CO)N1CCN(C)CCC1=O | 6 | 6 | -6 | -2 | -18 | -10 | -15 | 2 | -5 | 9 | 2
Cc1ccccc1OCC(O)CN1CCN(C)CC1 (stereo not drawn) | -6 | 1 | 0 | -11 | -14 | -5 | 11 | -10 | 4 | 9 | -13
CCN1C(=O)CS/C1=N\S(=O)(=O)c1ccccc1 | -9 | -3 | -10 | 8 | -17 | -8 | 2 | 11 | -8 | 5 | -3
COc1ccc(NS(=O)(=O)c2cccc3ccccc23)cc1 | -12 | 5 | 22 | 14 | 14 | 12 | 2 | 0 | 17 | 18 | 8
CCCN(CCC)CCCNC(=O)c1cn(-c2ccc(OC)cc2)c(=O)c2ccccc12 | 7 | -2 | -26 | -9 | -13 | -1 | -14 | -6 | -4 | -9 | -6
